SKKanGAS inh: blocks kanamycin growth of S. pyogenes SKKanGAS strain; 1.3% of 300,000 active; inhibition, % at 7.5 µM; BacTiter-Glo, 6 h;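 active means mean replicate score, as percent of positive control median, at least 50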;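 further: strain carries kanamycin resistance gene driven by streptokinase promoter and grows in 40 µg/ml kanamycin; loss of luminescence reflects streptokinase promoter inhibition or plain growth inhibition; 0% = median of DMSO wells and 100% = positive control at its reference dose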
MrgX1 allo act: allosterically activates human MrgX1 receptor signaling; B-score at 10 µM; 0.63% of 310,000 active; MrgX1-HEK293, Fluo-4 calcium flux, FDSS; hits give high values; AID 588675;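 active means plate-corrected calcium response at least 3 library SD above typical, normal starting fluorescence, not activating the receptor alone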;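 further: compound read alongside a low EC10 to EC30 dose of BAM8-22 agonist; peak minus trough fluorescence over baseline measured at the second addition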
MrgX1 antagonist: antagonists of human MrgX1 receptor | AID 588676 | MRGX1-HEK293 calcium flux, Fluo-4, BAM8-22 antagonism; hits give low values | 1.3% of 310,000 active | Q96LB2 | B-score at 10 µM;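 active means calcium-response B-score plate-corrected more than 3 library SD below zero, starting fluorescence within 5 deviations, no agonist response on first addition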;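 further: peak minus trough fluorescence over baseline after final BAM8-22 challenge near maximal dose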
ANO1 activ: activates or potentiates the mouse TMEM16A chloride channel; AID 623877; Q8BHY3; B-score at 10 µM; HEK293 TMEM16A/YFP-H148Q/I152L, iodide quench fluorescence; hits give low values; 0.3% of 340,000 active;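 active means fluorescence-ratio B-score plate-corrected deviation score at least 3 library SD below zero, with starting fluorescence score within 5 deviations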;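 further: channel opened by trigger with iodide after compound preincubation; score built on the fluorescence ratio of max minus min over baseline; more negative score means more quench and so TMEM16A activation or potentiation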
Target sequence (Q8BHY3 whole entry, looked up): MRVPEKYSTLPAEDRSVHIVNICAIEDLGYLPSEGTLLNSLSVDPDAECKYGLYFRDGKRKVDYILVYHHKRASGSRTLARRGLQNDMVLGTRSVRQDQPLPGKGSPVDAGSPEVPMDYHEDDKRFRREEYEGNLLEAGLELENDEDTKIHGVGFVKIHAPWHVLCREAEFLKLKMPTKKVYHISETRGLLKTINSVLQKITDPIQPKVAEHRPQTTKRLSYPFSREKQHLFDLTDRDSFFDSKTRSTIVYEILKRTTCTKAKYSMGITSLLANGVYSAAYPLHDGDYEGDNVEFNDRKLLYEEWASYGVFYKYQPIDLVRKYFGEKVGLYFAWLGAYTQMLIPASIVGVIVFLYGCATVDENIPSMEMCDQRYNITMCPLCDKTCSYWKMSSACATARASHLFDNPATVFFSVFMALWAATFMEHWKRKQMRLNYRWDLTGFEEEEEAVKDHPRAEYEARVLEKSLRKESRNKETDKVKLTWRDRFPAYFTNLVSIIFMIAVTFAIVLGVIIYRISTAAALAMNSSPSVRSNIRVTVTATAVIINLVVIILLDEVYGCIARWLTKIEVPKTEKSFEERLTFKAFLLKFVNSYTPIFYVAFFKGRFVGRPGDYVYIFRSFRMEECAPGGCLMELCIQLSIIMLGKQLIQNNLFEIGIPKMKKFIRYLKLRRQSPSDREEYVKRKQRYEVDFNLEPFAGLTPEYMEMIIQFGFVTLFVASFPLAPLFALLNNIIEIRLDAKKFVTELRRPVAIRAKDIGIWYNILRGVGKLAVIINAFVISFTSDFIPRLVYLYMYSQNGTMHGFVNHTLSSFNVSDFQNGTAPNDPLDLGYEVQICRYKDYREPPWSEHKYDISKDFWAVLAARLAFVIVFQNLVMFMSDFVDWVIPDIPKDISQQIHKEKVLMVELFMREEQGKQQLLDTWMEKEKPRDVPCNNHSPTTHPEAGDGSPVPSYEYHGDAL
TRPC4 act: TRPC4 (mouse) channel activation | Q9QUQ5 | HEK293 TRPC4beta/mu-opioid, Fluo4 calcium fluorescence; hits give high values | B-score at 10 µM | 0.49% of 310,000 active | AID 2237;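 active means B-score above 5 SD of library B-scores, and initial fluorescence ratio not above library mean plus 5 SD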;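 further: positive B-score marks a calcium rise read as TRPC4 activation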
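Technique: kinetic Fluo4 calcium fluorescence; Test system: TRPC4beta and mu-opioid receptor HEK293 stable cells; Measure: B-scored integrated calcium fluorescence ratio; Benchmarks: low control buffer alone, high control maximal DAMGO; Schedule: 45 min room-temperature Fluo4 loading, 110 s read.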
TRPC4 block: TRPC4 (mouse) channel inhibition; Q9QUQ5; HEK293 TRPC4beta/mu-opioid, DAMGO-evoked Fluo4 calcium flux; hits give low values; B-score at 10 µM; 0.39% of 300,000 active;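 active means B-score over 3 SD under the library average, no early fluorescence shift, positive overall ratio signal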
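Assay system: HEK293 cells with stable TRPC4beta plus mu-opioid receptor expression; Probe or stimulus: DAMGO in two steps, submaximal then maximal; Dosing: single-point compound dosing; Measured by: Fluo4 calcium-dye fluorescence, kinetic read; Read-out basis: B score from integrated Fluo4 fluorescence ratio.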
MrgX1 agonist: human MrgX1 receptor agonism, primary screen. Q96LB2. MrgX1-HEK293 cells, Fluo-4 calcium fluorescence, agonist mode; hits give high values. B-score at 10 µM. 0.44% of 310,000 active. AID 588627;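 active means calcium response B-score plate-corrected fluorescence ratio at least 3 library SD, with starting fluorescence B-score inside 5 SD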
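System – MrgX1-expressing HEK293 cells · Incubation – cells plated overnight, dye loaded 0.5 h 37 °C, 0.5 h room temperature · Technique – kinetic Fluo-4 NW fluorescence of intracellular calcium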
TRPC6 inh: blocks the mouse TRPC6 cation channel | Q61143 | HEK293-TRPC6, membrane potential dye, ACh-evoked depolarization; hits give low values | B-score at 10 µM | 1.1% of 310,000 active | AID 2553;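 active means B-score under library mean minus 3 SD, initial fluorescence not abnormally high, positive integrated signal ratio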;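 further: B-score derived from integrated fluorescence ratio over the kinetic read; more negative B-score means stronger inhibition of depolarization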
TRPC4 potent: allosteric potentiators of mouse TRPC4 channel | Q9QUQ5 | HEK293 TRPC4beta/mu-opioid, DAMGO EC20, Fluo-4 Ca2+ flux; hits give high values | B-score at 10 µM | 0.42% of 310,000 active;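 active means B-score of calcium response area above 5 SD of library B-scores, with initial fluorescence ratio within 5 SD of library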;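 further: B-score of integrated fluorescence ratio over time as area under calcium response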
ANO1 block: inhibitors of mouse TMEM16A calcium-activated chloride channel. Q8BHY3. HEK293 TMEM16A/YFP iodide influx fluorescence, ionomycin. normalized B-score (activity score, 25-100; higher = stronger inhibition) at 10 µM. 1.2% of 310,000 active;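 active means ratio plate-corrected score three or more library SD toward inhibition, starting fluorescence score within five deviations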;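 further: score derived from kinetic fluorescence span divided by baseline fluorescence per well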
TRPC6 act: activates the mouse TRPC6 cation channel; 0.13% of 310,000 active; HEK293-TRPC6 membrane potential dye fluorescence; hits give high values; B-score at 10 µM; Q61143;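 active means B-score of the integrated fluorescence ratio above library mean plus 3 SD, and starting fluorescence ratio within library mean plus 5 SD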;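 further: higher score means more depolarization so channel activation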
The depositor's hits bear a star.

Results for COc1ccc(N2CCN(C(=O)CN3C(=O)NC(c4ccc(OC)cc4)(c4ccc(OC)cc4)C3=O)CC2)cc1 ?
SKKanGAS inh: 3; MrgX1 allo act: inactive; MrgX1 antagonist: inactive; ANO1 activ: inactive; TRPC4 act: inactive; TRPC4 block: inactive; MrgX1 agonist: inactive; TRPC6 inh: inactive; TRPC4 potent: inactive; ANO1 block: inactive; TRPC6 act: inactive

What do the screens show for `Cc1cc(C)c(C#N)c(SCc2ccccc2F)n1`?
SKKanGAS inh: 24; MrgX1 allo act: inactive; MrgX1 antagonist: inactive; ANO1 activ: inactive; TRPC4 act: inactive; TRPC4 block: inactive; MrgX1 agonist: inactive; TRPC6 inh: inactive; TRPC4 potent: inactive; ANO1 block: 25*; TRPC6 act: inactive

Results for CCOc1cccc(CNc2nnnn2C)c1 ?
SKKanGAS inh: -3; MrgX1 allo act: inactive; MrgX1 antagonist: inactive; ANO1 activ: inactive; TRPC4 act: inactive; TRPC4 block: inactive; MrgX1 agonist: inactive; TRPC6 inh: inactive; TRPC4 potent: inactive; ANO1 block: inactive; TRPC6 act: inactive

How did Cn1cc(CN2CCC(C(O)c3cccs3)CC2)c(-c2ccccc2F)n1 (stereo not given) do in these assays?
SKKanGAS inh: -4; MrgX1 allo act: inactive; MrgX1 antagonist: inactive; ANO1 activ: inactive; TRPC4 act: inactive; TRPC4 block: inactive; MrgX1 agonist: inactive; TRPC6 inh: inactive; TRPC4 potent: inactive; ANO1 block: inactive; TRPC6 act: inactive

How did Cc1ccc(NC(=O)COC(=O)CNC(=O)c2cccc([N+](=O)[O-])c2)cc1S(=O)(=O)N1CCCCCC1 do in these assays?
SKKanGAS inh: -4; MrgX1 allo act: inactive; MrgX1 antagonist: inactive; ANO1 activ: inactive; TRPC4 act: inactive; TRPC4 block: inactive; MrgX1 agonist: inactive; TRPC6 inh: inactive; TRPC4 potent: inactive; ANO1 block: inactive; TRPC6 act: inactive

Results for N#C/C(=C\c1ccc2c(c1)OCCO2)C(=O)Nc1ccc(C(=O)O)cc1 ?
SKKanGAS inh: 0; MrgX1 allo act: inactive; MrgX1 antagonist: inactive; ANO1 activ: inactive; TRPC4 act: inactive; TRPC4 block: inactive; MrgX1 agonist: inactive; TRPC6 inh: inactive; TRPC4 potent: inactive; ANO1 block: inactive; TRPC6 act: inactive

How did O=C(c1ccc2c(c1)N(Cc1ccccc1F)C(=O)c1ccccc1S2(=O)=O)N1CCCC1 do in these assays?
SKKanGAS inh: 1; MrgX1 allo act: inactive; MrgX1 antagonist: inactive; ANO1 activ: inactive; TRPC4 act: inactive; TRPC4 block: inactive; MrgX1 agonist: inactive; TRPC6 inh: inactive; TRPC4 potent: inactive; ANO1 block: inactive; TRPC6 act: inactive

How did COc1ccc(Cl)cc1NC(=O)Nc1ccccc1SC do in these assays?
SKKanGAS inh: 3; MrgX1 allo act: inactive; MrgX1 antagonist: inactive; ANO1 activ: inactive; TRPC4 act: inactive; TRPC4 block: inactive; MrgX1 agonist: inactive; TRPC6 inh: inactive; TRPC4 potent: inactive; ANO1 block: inactive; TRPC6 act: inactive

How did COCCCn1c(=O)c2sccc2n(Cc2cc(C(=O)OC)ccc2OC)c1=O do in these assays?
SKKanGAS inh: 4; MrgX1 allo act: inactive; MrgX1 antagonist: inactive; ANO1 activ: inactive; TRPC4 act: inactive; TRPC4 block: inactive; MrgX1 agonist: inactive; TRPC6 inh: inactive; TRPC4 potent: inactive; ANO1 block: inactive; TRPC6 act: inactive

What do the screens show for `CCOCc1cn(CC(=O)c2ccc([N+](=O)[O-])cc2)c(C)nc1=N`?
SKKanGAS inh: -1; MrgX1 allo act: inactive; MrgX1 antagonist: inactive; ANO1 activ: inactive; TRPC4 act: inactive; TRPC4 block: inactive; MrgX1 agonist: inactive; TRPC6 inh: inactive; TRPC4 potent: inactive; ANO1 block: inactive; TRPC6 act: inactive

How did Cc1ccc(Cn2ccc(=O)c(OCc3c(Cl)cccc3Cl)c2C)cc1 do in these assays?
SKKanGAS inh: 70*; MrgX1 allo act: inactive; MrgX1 antagonist: inactive; ANO1 activ: inactive; TRPC4 act: inactive; TRPC4 block: inactive; MrgX1 agonist: inactive; TRPC6 inh: inactive; TRPC4 potent: inactive; ANO1 block: inactive; TRPC6 act: inactive

What do the screens show for `CC1(C(=O)NCCCNc2ncc(C(F)(F)F)cc2Cl)C=CCN1C(=O)c1ccccc1` (stereo not given)?
SKKanGAS inh: 1; MrgX1 allo act: inactive; MrgX1 antagonist: inactive; ANO1 activ: inactive; TRPC4 act: inactive; TRPC4 block: inactive; MrgX1 agonist: inactive; TRPC6 inh: inactive; TRPC4 potent: inactive; ANO1 block: inactive; TRPC6 act: inactive

Results for O=C(Nc1ccc2c(c1)OCCO2)N1CCN(Cc2ccccc2)CC1 ?
SKKanGAS inh: 0; MrgX1 allo act: inactive; MrgX1 antagonist: inactive; ANO1 activ: inactive; TRPC4 act: inactive; TRPC4 block: inactive; MrgX1 agonist: inactive; TRPC6 inh: inactive; TRPC4 potent: inactive; ANO1 block: inactive; TRPC6 act: inactive

How did O=C(Nc1ccc2c(c1)OCCO2)c1ccccc1 do in these assays?
SKKanGAS inh: 2; MrgX1 allo act: inactive; MrgX1 antagonist: inactive; ANO1 activ: inactive; TRPC4 act: inactive; TRPC4 block: inactive; MrgX1 agonist: inactive; TRPC6 inh: inactive; TRPC4 potent: inactive; ANO1 block: inactive; TRPC6 act: inactive

What do the screens show for `Cc1nc(CN2CCN(Cc3nc(C(c4ccccc4)c4ccccc4)no3)CC2)cs1`?
SKKanGAS inh: 10; MrgX1 allo act: inactive; MrgX1 antagonist: inactive; ANO1 activ: inactive; TRPC4 act: inactive; TRPC4 block: inactive; MrgX1 agonist: inactive; TRPC6 inh: -6.4*; TRPC4 potent: inactive; ANO1 block: inactive; TRPC6 act: inactive

What do the screens show for `O=C(NCC(c1cccnc1)N1CCOCC1)C1CCCCC1` (stereo not given)?
SKKanGAS inh: 4; MrgX1 allo act: inactive; MrgX1 antagonist: inactive; ANO1 activ: inactive; TRPC4 act: inactive; TRPC4 block: inactive; MrgX1 agonist: inactive; TRPC6 inh: inactive; TRPC4 potent: inactive; ANO1 block: inactive; TRPC6 act: inactive

How did COc1ccc(C(=O)Oc2c(OC)cc(C(=S)N3CCOCC3)cc2OC)cc1 do in these assays?
SKKanGAS inh: 2; MrgX1 allo act: inactive; MrgX1 antagonist: inactive; ANO1 activ: inactive; TRPC4 act: inactive; TRPC4 block: inactive; MrgX1 agonist: inactive; TRPC6 inh: inactive; TRPC4 potent: inactive; ANO1 block: inactive; TRPC6 act: inactive

What do the screens show for `COc1ccc(C(=O)OCC(=O)Nc2c(C)cccc2C)cc1`?
SKKanGAS inh: -6; MrgX1 allo act: inactive; MrgX1 antagonist: inactive; ANO1 activ: inactive; TRPC4 act: inactive; TRPC4 block: inactive; MrgX1 agonist: inactive; TRPC6 inh: inactive; TRPC4 potent: inactive; ANO1 block: inactive; TRPC6 act: inactive

What do the screens show for `CCOc1ccc(NC(=O)c2ccc(NS(=O)(=O)c3cccs3)cc2)cc1`?
SKKanGAS inh: 11; MrgX1 allo act: inactive; MrgX1 antagonist: inactive; ANO1 activ: inactive; TRPC4 act: inactive; TRPC4 block: inactive; MrgX1 agonist: inactive; TRPC6 inh: inactive; TRPC4 potent: inactive; ANO1 block: inactive; TRPC6 act: inactive

What do the screens show for `Cc1nn(C)c(Cl)c1C(=O)NCC(=O)NCc1ccccc1`?
SKKanGAS inh: 0; MrgX1 allo act: inactive; MrgX1 antagonist: inactive; ANO1 activ: inactive; TRPC4 act: inactive; TRPC4 block: inactive; MrgX1 agonist: inactive; TRPC6 inh: inactive; TRPC4 potent: inactive; ANO1 block: inactive; TRPC6 act: inactive

Results for C=CCNC(=S)Nc1ccc(N(C)C)cc1 ?
SKKanGAS inh: 8; MrgX1 allo act: inactive; MrgX1 antagonist: inactive; ANO1 activ: inactive; TRPC4 act: inactive; TRPC4 block: inactive; MrgX1 agonist: inactive; TRPC6 inh: inactive; TRPC4 potent: inactive; ANO1 block: inactive; TRPC6 act: inactive

Results for CCOc1ccc(CNC(=O)CCS(=O)(=O)c2ccc3c(c2)oc(=O)n3C)cc1 ?
SKKanGAS inh: -3; MrgX1 allo act: inactive; MrgX1 antagonist: inactive; ANO1 activ: inactive; TRPC4 act: inactive; TRPC4 block: inactive; MrgX1 agonist: inactive; TRPC6 inh: inactive; TRPC4 potent: inactive; ANO1 block: inactive; TRPC6 act: inactive

What do the screens show for `CC1(C)Cc2c(sc3c2C2=NCCN2C=N3)CO1`?
SKKanGAS inh: 0; MrgX1 allo act: inactive; MrgX1 antagonist: inactive; ANO1 activ: inactive; TRPC4 act: inactive; TRPC4 block: inactive; MrgX1 agonist: inactive; TRPC6 inh: inactive; TRPC4 potent: inactive; ANO1 block: inactive; TRPC6 act: inactive

How did O=S(=O)(C/C(=C/CO)S(=O)(=O)c1ccccc1)c1ccccc1 do in these assays?
SKKanGAS inh: 3; MrgX1 allo act: inactive; MrgX1 antagonist: inactive; ANO1 activ: inactive; TRPC4 act: inactive; TRPC4 block: inactive; MrgX1 agonist: 34*; TRPC6 inh: inactive; TRPC4 potent: inactive; ANO1 block: inactive; TRPC6 act: inactive

What do the screens show for `O=C(CSCc1ccc(Br)cc1)Nc1ccc(S(=O)(=O)N2CCOCC2)cc1`?
SKKanGAS inh: -10; MrgX1 allo act: inactive; MrgX1 antagonist: inactive; ANO1 activ: inactive; TRPC4 act: inactive; TRPC4 block: inactive; MrgX1 agonist: inactive; TRPC6 inh: inactive; TRPC4 potent: inactive; ANO1 block: inactive; TRPC6 act: inactive
